Assay outcomes as filed in PubChem BioAssay.
Cav32 inh: blocks human Cav3.2 T-type calcium channel | O95180 | 100,000 tested, 4% active | Cav3.2-expressing cells, Fluo-4 calcium fluorescence FDSS; active compounds read low | AID 449739 | B-score at 10 µM;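 active means single-dose well whose peak fluorescence ratio is a statistical outlier from its plate by either plate-standardised score or position-corrected B-score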
Numbers without * were called inactive. These rows are one share of the data (hit frequency here may not be typical).

SMILES	Cav32 inh
Cc1noc(/C=C/N(C)C)c1S(=O)(=O)N1CCCC(C(=O)Nc2ccc3c(c2)OCO3)C1 (stereo not given)	0.164
CC(C)(C)NC(=O)C1CN(S(=O)(=O)c2ccccc2)CCN1S(=O)(=O)c1ccccc1 (stereo not given)	0.868
O=C(O)C1CC1c1ccc(Br)cc1 (stereo not given)	0.416
Cc1cc(C)c(S(=O)(=O)N2CCCCC2)c(C)c1-n1ncnn1	0.243
COc1ccc(N(C(=O)C(C)C)S(=O)(=O)c2cccs2)cc1	0.0441
CCCSC1=C(C#N)C(c2ccccc2OCC)CC(=O)N1 (stereo not given)	0.668
NC(=O)CSc1nnnn1CC(CC(=O)O)c1ccccc1 (stereo not given)	1.35
O=C(NCc1cccnc1)c1ccc(COc2ccccc2Br)o1	0.918
O=C(c1ccc2snnc2c1)N1CCCCC1	0.238
OCCSc1c(F)c(SCCO)c(SCCO)c(F)c1SCCO	0.854
CCCCN(CC)C(=O)CSc1nc2ccccc2c(=O)n1CC1COc2ccccc2O1 (stereo not given)	-4.18
COc1ccccc1CN(Cc1nc2ccccc2c(=O)[nH]1)S(=O)(=O)c1ccc2ccccc2c1	1.19
COc1ccc(N2CCN(C(=O)c3csc4ccccc34)CC2)cc1	-0.0381
O=C(O)c1cccc(S(=O)(=O)N2Cc3ccccc3C2)c1	0.288
O=C(Nc1ccc(Cn2nnc3ccccc32)cc1)c1ccco1	1.15
CN(C)Cc1ccccc1C1(O)c2ccccc2CSc2ccccc21 (stereo not given)	0.699
COC(=O)c1ccccc1NC(=O)CSc1nnc(-c2ccc(OC)cc2)n1C	0.485
O=C(O)C1C(c2ccccc2)C(C(=O)N2CCOCC2)C1c1ccccc1 (stereo not given)	0.497
CC1CC(C)CN(CCCNC(=O)C2CCCN(c3nnc(N4CCCC4=O)s3)C2)C1 (stereo not given)	-0.0251
C=CCc1cccc(Cl)c1OCCON1C(=O)CCC1=O	1.68
Cc1cc(NCCN2CCOCC2)n2ncc(-c3ccccc3)c2n1	2.38
Cc1cc(C)n(CC(O)Cn2c3ccc(Br)cc3c3cc(Br)ccc32)c(=O)n1 (stereo not given)	-0.195
O=C(c1ccc(Cl)c(Cl)c1)c1cc(-c2ccccn2)c(N2CCOCC2)s1	0.874
CCOC(=O)c1ccccc1NC(=O)CCNC(=O)Cn1cnc2ccccc2c1=O	0.0217
CN1CCN(c2nc3c(c(=O)n(C)c(=O)n3C)n2Cc2cccc3ccccc23)CC1	3.03
CCCC(=O)NC(=S)Nc1ccc(Cl)cn1	0.453
COc1ccccc1NC(=S)NNC(=O)c1ccc(Cl)cc1Cl	-2.88
CCOC(=O)c1cc2n(n1)C(C(F)(F)F)CC(C)N2 (stereo not given)	1.46
CCC(=O)NC(=S)Nc1ccc(S(=O)(=O)NC(C)=O)cc1	-0.0491
O=C(CSc1ccc2ccccc2c1)Nn1cnnc1	0.609
Cn1c(C(=O)OCC(=O)NCC2CCCO2)cc2sccc21 (stereo not given)	-0.0601
COc1cccc(C(=O)CSc2nc3ccccc3n2CC(=O)N2CCOCC2)c1	0.0386
Cc1ccc(S(=O)(=O)NC(C)(C)CSc2nncn2N)cc1	1.46
CCOC(=O)C[C@H]1c2cc(F)ccc2S(=O)(=O)N1C(C)(C)C	0.00824
O=C(N1CCOCC1)N1c2ccccc2CC(N2CCOCC2)c2ccccc21 (stereo not given)	0.345
Cc1cc(=O)[nH]c(N=N/C(=N/Nc2ccccc2C)c2ccccc2)n1	0.38
COc1ccc(NC(=S)Nc2cc(C)ccn2)c(OC)c1	0.134
CC(C)(C)CC(C)(C)NC(=S)Nc1ccc2nc(-c3ccccn3)c(-c3ccccn3)nc2c1	-4.32
COc1cc(C2C(C(N)=O)=C(C)Nc3nc(CCCO)nn32)cc(OC)c1OC (stereo not given)	-0.0456
COc1cccc(OC)c1-c1nn2c(-c3cc(-c4ccccc4)n[nH]3)nnc2s1	0.911
C=CCn1c(SC2CCOC2=O)nc2scc(C3CC3)c2c1=O (stereo not given)	0.233
O=C(c1ccc(Cl)cc1)N1CCCOC1	0.0287
COC(=O)CCCC1=CC2=CC(=O)C(C)(O)C(=O)C2=CO1 (stereo not given)	-0.764
CCOC(=O)C1CCCN(c2ncnc3c2oc2ccccc23)C1 (stereo not given)	-2.17
c1nc(N2CCCCCC2)c2[nH]cnc2n1	0.209
CC1CCN(C(=O)Cn2c(=O)n(CCc3ccccc3)c(=O)c3ccccc32)CC1	-0.153
COC(=O)c1nnn(CC(=O)Nc2cc(Cl)ccc2C)c1C(=O)OC	-1.06
COc1ccc(N2CCN(C(=O)c3cccc(Cn4cc(Cl)cn4)c3)CC2)cc1	-2.6
COc1ccccc1CNS(=O)(=O)c1ccc(NC(C)=O)cc1	-1.5
Cc1cc(C)c(S(=O)(=O)N2CCN(C)CC2)c(C)c1	0.43
CCCCOCCCNC(=O)c1c(-c2ccccc2)noc1C	-0.0858
O=C(c1ccco1)N1CCN(S(=O)(=O)c2ccc3c(c2)CCN3C(=O)C2CCC2)CC1	1.64
CCC(=O)Nc1ccc(C(=O)OCc2ccccc2Cl)cc1	-0.891
COCCN1C(=O)c2ccccc2C(C(=O)NCCCN2CCCC2)C1c1c[nH]c2ccccc12 (stereo not given)	-0.0242
Cc1ccc(Nc2nc(-c3sc(NC(=O)c4ccccc4)nc3C)cs2)cc1	-0.00441
CCOC(=O)c1cnc2c(ccc3ccccc32)c1NCCO	1.83
O=S1(=O)CCN(Cc2ccc(Cl)c(Cl)c2)CC1	0.193
Cc1ccc(NC(=O)CS(=O)CC(=O)N(CC(=O)NC2CCCC2)c2cccc(C)c2C)cc1 (stereo not given)	-2.76
CCOC(=O)N1CCN(C(=O)c2ccc(OCC)c(OCC)c2)CC1	0.758
O=C1C2C3C=CC(C3=C3CCCCC3)C2C(=O)N1Cc1ccccc1 (stereo not given)	-0.273

In another format: seven of the compounds above
Structure | Cav32 inh
COc1ccc(N(C(=O)C(C)C)S(=O)(=O)c2cccs2)cc1 | 0.0441
Cc1cc(=O)[nH]c(N=N/C(=N/Nc2ccccc2C)c2ccccc2)n1 | 0.38
CC1CCN(C(=O)Cn2c(=O)n(CCc3ccccc3)c(=O)c3ccccc32)CC1 | -0.153
O=C(N1CCOCC1)N1c2ccccc2CC(N2CCOCC2)c2ccccc21 (stereo not given) | 0.345
Cc1ccc(Nc2nc(-c3sc(NC(=O)c4ccccc4)nc3C)cs2)cc1 | -0.00441
CCCSC1=C(C#N)C(c2ccccc2OCC)CC(=O)N1 (stereo not given) | 0.668
O=C(O)C1CC1c1ccc(Br)cc1 (stereo not given) | 0.416

Pulled by structure from above, 5 records:
SMILES	Cav32 inh
COC(=O)CCCC1=CC2=CC(=O)C(C)(O)C(=O)C2=CO1 (stereo not given)	-0.764
CCC(=O)Nc1ccc(C(=O)OCc2ccccc2Cl)cc1	-0.891
COc1ccc(N2CCN(C(=O)c3cccc(Cn4cc(Cl)cn4)c3)CC2)cc1	-2.6
C=CCn1c(SC2CCOC2=O)nc2scc(C3CC3)c2c1=O (stereo not given)	0.233
CCOC(=O)C1CCCN(c2ncnc3c2oc2ccccc23)C1 (stereo not given)	-2.17

Remaining list, next part.
SMILES	Cav32 inh
Cc1cccc(C)c1OCC(=O)NNC(=O)c1ccoc1C	0.121
CCOC(=O)C(/C=C(\C#N)C(=O)OCC)=C(/N)N1CCN(c2ccc(Cl)cc2)CC1	-0.543
COc1ccc2[nH]c(=O)c(CN(C(=O)NC3CCCCC3)C3CCCCC3)cc2c1	-1.52
Cc1ccsc1C(=O)Nc1nnc(-c2ccco2)o1	0.66
CC(C)[C@H](N)c1nnc(SCc2ccc(Cl)cc2)o1	0.299
Cc1cccc(-c2nc(CN3CCCC(C(=O)NC4CCCCCC4)C3)c(C)o2)c1 (stereo not given)	-6.92*
O=C(c1ccc(Br)cc1)c1cc([N+](=O)[O-])ccc1N1CCCCC1	-3.63*
CN(C)c1nc(N(C)C)nc(N2CCCCC2)n1	-0.173
Cc1cc(SCC(=O)N2CCC(c3noc4ccc(F)cc34)CC2)nc2ccccc12	-4.98*
COc1ccc(/C(C)=C2/SC(=S)N(CCC(=O)O)C2=O)cc1	-0.0772
CC1CCCN(C(=O)CCCn2c(=S)[nH]c3ccccc3c2=O)C1 (stereo not given)	0.732
Cc1cc(C)n(CC(=O)c2ccccc2)c(=O)c1C#N	0.592
COc1ccccc1NC(=O)N(C1CCCC1)C1CCN(C(C)=O)CC1	0.586
Cc1oc(-c2ccccc2F)nc1CN1CCC(C(=O)NC2CC2)CC1	-0.507
CCOC(=O)c1ccc(NC(=O)CSc2nnnn2CCCO)cc1	-0.346
Cn1c(SCC(=O)c2ccccc2)nnc1-c1cnccn1	-0.526
Cn1c(CN2CCCC2)nc2cc(NC(=O)COc3ccccc3)ccc21	0.42
Cc1cc(C)cc(N(CC(=O)NCC2CCCO2)S(=O)(=O)c2c(C)noc2C)c1 (stereo not given)	0.883
Cc1nnc2ccc(N3CCN(c4cccc(C(F)(F)F)c4)CC3)nn12	-0.283
COc1ccc(C[C@@H]2CN3C(=NC[C@@H]3Cc3ccc(O)cc3)N2C[C@H](C)NC(=O)CCC2CCCCC2)cc1	0.393
CN(C(=O)COc1ccc(C(C)(C)C)cc1)C1CCS(=O)(=O)C1 (stereo not given)	0.11
CCCCC(=NCCO)C1=C(O)C(C(=O)OC)C(C)(C)CC1=O (stereo not given)	0.998
CC1(C)CC(=O)C2=C(C1)NC(=O)CC2c1ccccc1F (stereo not given)	-0.52
Cc1ccc(CCN2CC(C(=O)NCCCN(C)Cc3ccccc3)CC2=O)cc1 (stereo not given)	0.943
N#CCCN1CCN(C(=S)c2ccc(-c3ccc(Cl)cc3)o2)CC1	-1.59
Nc1nnnn1/N=C/c1ccccc1OCc1ccccc1	-0.274
COc1ccccc1C(=O)Nc1ccc2c(c1)nc(CN1CCN(C(C)=O)CC1)n2C	0.789
C=CCn1c(Cc2ccc(OC)cc2)nnc1SCC(=O)NCCc1ccccc1	-0.421
CC1(C)CC(=O)CC(C)(C)N1OC(=O)c1ccco1	0.279
Cc1nc(SCc2nc3ccccc3[nH]2)c2oc3ccccc3c2n1	-1.85
CCCCNC(=O)c1onc(CSc2ccc(C(C)C)cc2)c1C(=O)O	-0.167
O=C(O)C1CC(=O)N(c2ccc(OCc3ccc(Cl)cc3Cl)cc2)C1 (stereo not given)	0.231
Cc1ccc(C)n1NC(=O)c1ccc(Cl)cc1	0.778
COc1nc(C)nc2c1ccc1ccccc12	0.00626
NS(=O)(=O)c1cc2c(cc1Cl)NC(C1C[C@H]3C=C[C@@H]1C3)NS2(=O)=O (stereo not given in full)	-0.456
O=C(NCCc1ccc(Cl)cc1)C1CCC(=O)N1Cc1ccccc1Cl (stereo not given)	-2.52
COc1ccc(C(CC(=O)N2CCOCC2)c2c(OC)cc(OC)c3ccc(=O)oc23)cc1 (stereo not given)	0.231
CCCN(CCC)C(=O)C1CCN(c2cc(C)nc3c(-c4ccc(OC)c(OC)c4)c(C)nn23)CC1	-1.44
CCOC(=O)C1=NN(c2ccc(Cl)cc2)C(c2ccccc2)CC1=O (stereo not given)	-2.69
Cc1cc(C(=O)N(C)Cc2ccc(Br)cc2)no1	-0.0332
CCN(CC)C(=O)COc1ccc(S(=O)(=O)N2CCOCC2)cc1	0.0369
COC(=O)c1sccc1NC(=O)CSc1ccccc1NS(=O)(=O)c1ccccc1Cl	-4.26*
COc1ccc(CCNC(=O)C2CC(c3cccc(F)c3)=NO2)cc1 (stereo not given)	-0.244
NC1(C(=O)O)CC1	-0.014
COCCCNc1oc(-c2ccccc2OC)nc1C#N	2.39
COCCn1c(SCC(=O)NCc2ccco2)nnc1C(C)C	-0.614
O=C(COc1cccc(NC(=O)c2ccco2)c1)c1ccc(F)cc1	-0.832
C=CCn1c(SCC(=O)c2ccc(CNC(C)=O)o2)nc2ccccc2c1=O	0.709
O=C(c1cccc(Cl)c1)N1CCN(c2ccccn2)CC1	-0.354
Cc1cccc(C(=O)N2CCC(=O)N(C(COCc3cccc(Cl)c3)Cc3ccccc3)CC2)c1 (stereo not given)	-2.3
CCC(Sc1nc2c(cnn2-c2ccccc2)c(=O)[nH]1)C(=O)OC (stereo not given)	0.434
O=C(COC(=O)c1ccccc1Nc1ccccc1)NCc1ccco1	-3.14
C=CCn1c(SCC(=O)NCCOC)nc2scc(-c3ccco3)c2c1=O	-0.0145
O=C1N=C(N2CCCCC2)SC1=C1CCCCC1	0.0886
CCC(C)Nc1nc(-c2cccc(OC)c2O)nc2ccccc12 (stereo not given)	0.662
COc1ccc(C(=O)Nc2ccccc2N2CCOCC2)cc1Br	-0.912
Cc1ccc(-c2csc(/C(C#N)=C(\O)CN3CCN(C(=O)c4ccco4)CC3)n2)cc1	-0.0763
CCOC(=O)c1sc(C(=O)OCC)c(OCCO)c1OCCO	0.0589
O=C(C1Cc2ccccc2CN1S(=O)(=O)c1ccc(F)cc1)N1CCCCC1 (stereo not given)	0.342
CC(C)(C)SCCNC(=O)COc1ccc(Cl)cc1	0.501

5 structures already listed, arranged by heavy-atom count, high to low:
SMILES	Cav32 inh
C=CCn1c(SCC(=O)NCCOC)nc2scc(-c3ccco3)c2c1=O	-0.0145
O=C(COC(=O)c1ccccc1Nc1ccccc1)NCc1ccco1	-3.14
COc1ccc(CCNC(=O)C2CC(c3cccc(F)c3)=NO2)cc1 (stereo not given)	-0.244
CCC(C)Nc1nc(-c2cccc(OC)c2O)nc2ccccc12 (stereo not given)	0.662
O=C1N=C(N2CCCCC2)SC1=C1CCCCC1	0.0886

In another format: four of the compounds above
> COc1ccc(N(C(=O)C(C)C)S(=O)(=O)c2cccs2)cc1
  Cav32 inh = 0.0441

> CCOC(=O)c1cnc2c(ccc3ccccc32)c1NCCO
  Cav32 inh = 1.83

> CC(C)(C)NC(=O)C1CN(S(=O)(=O)c2ccccc2)CCN1S(=O)(=O)c1ccccc1 (stereo not given)
  Cav32 inh = 0.868

> COc1ccccc1NC(=O)N(C1CCCC1)C1CCN(C(C)=O)CC1
  Cav32 inh = 0.586

Remaining list, next part.
SMILES	Cav32 inh
Cc1nc2ccc(CN(C)c3ccc(C(=O)N[C@@H](CCC(=O)O)C(=O)O)s3)cc2c(=O)[nH]1	0.236
COc1ccc(-c2nnc3ccc(SCC(=O)N4CCCCC4)nn23)cc1OC	2.27
CC(C)=CCc1c([C@@H]2CCc3ccc(O)cc3O2)cc2c(c1O)OC(C)(C)C=C2	0.92
CC(=O)c1ccc(C(=O)Nc2ccc(N3CCOCC3)cc2)cc1	-0.0445
